USP7 inh: inhibitors of human USP7 deubiquitinase; 47,000 tested, 0.3% active; AID 1645854; Q93009; inhibition, % at 20 µM; purified USP7, Ub-rhodamine cleavage fluorescence
USP30 inh: inhibitors of human USP30 deubiquitinase; 47,000 tested, 5.3% active; inhibition, % at 25 µM; purified USP30, Ub-rhodamine cleavage fluorescence; Q70CQ3
USP28 inh: blocks human USP28 ubiquitin-rhodamine cleavage | Q96RU2 | purified USP28, Ub-rhodamine cleavage fluorescence, 30 min | inhibition, % at 25 µM | 47,000 tested, 3% active | AID 1645857
UCHL1 inh: inhibitors of human UCHL1 deubiquitinase | P09936 | purified UCHL1, Ub-rhodamine cleavage fluorescence | inhibition, % at 20 µM | 47,000 tested, 0.2% active
USP10 inh: human USP10 deubiquitinase inhibition; Q14694; purified USP10, Ub-rhodamine fluorescence, 60 min; inhibition, % at 20 µM; 47,000 tested, 1.1% active; AID 1645856
USP17 block: human USP17-like deubiquitinase inhibition; A8MUK1; purified USP17, Ub-rhodamine cleavage fluorescence, 3 h; inhibition, % at 50 µM; 47,000 tested, 6.5% active; AID 1645855
OTUD3 inh: human OTUD3 deubiquitinase inhibition; 47,000 tested, 0.7% active; AID 1645858; purified OTUD3, Ub-rhodamine fluorescence, 2 h; Q5T2D3; inhibition, % at 25 µM
USP8 block: inhibitors of human USP8 deubiquitinase | P40818 | AID 1645853 | inhibition, % at 20 µM | 47,000 tested, 4.2% active | purified USP8, Ub-rhodamine cleavage fluorescence, 30 min
Target sequence (P40818 whole entry, looked up): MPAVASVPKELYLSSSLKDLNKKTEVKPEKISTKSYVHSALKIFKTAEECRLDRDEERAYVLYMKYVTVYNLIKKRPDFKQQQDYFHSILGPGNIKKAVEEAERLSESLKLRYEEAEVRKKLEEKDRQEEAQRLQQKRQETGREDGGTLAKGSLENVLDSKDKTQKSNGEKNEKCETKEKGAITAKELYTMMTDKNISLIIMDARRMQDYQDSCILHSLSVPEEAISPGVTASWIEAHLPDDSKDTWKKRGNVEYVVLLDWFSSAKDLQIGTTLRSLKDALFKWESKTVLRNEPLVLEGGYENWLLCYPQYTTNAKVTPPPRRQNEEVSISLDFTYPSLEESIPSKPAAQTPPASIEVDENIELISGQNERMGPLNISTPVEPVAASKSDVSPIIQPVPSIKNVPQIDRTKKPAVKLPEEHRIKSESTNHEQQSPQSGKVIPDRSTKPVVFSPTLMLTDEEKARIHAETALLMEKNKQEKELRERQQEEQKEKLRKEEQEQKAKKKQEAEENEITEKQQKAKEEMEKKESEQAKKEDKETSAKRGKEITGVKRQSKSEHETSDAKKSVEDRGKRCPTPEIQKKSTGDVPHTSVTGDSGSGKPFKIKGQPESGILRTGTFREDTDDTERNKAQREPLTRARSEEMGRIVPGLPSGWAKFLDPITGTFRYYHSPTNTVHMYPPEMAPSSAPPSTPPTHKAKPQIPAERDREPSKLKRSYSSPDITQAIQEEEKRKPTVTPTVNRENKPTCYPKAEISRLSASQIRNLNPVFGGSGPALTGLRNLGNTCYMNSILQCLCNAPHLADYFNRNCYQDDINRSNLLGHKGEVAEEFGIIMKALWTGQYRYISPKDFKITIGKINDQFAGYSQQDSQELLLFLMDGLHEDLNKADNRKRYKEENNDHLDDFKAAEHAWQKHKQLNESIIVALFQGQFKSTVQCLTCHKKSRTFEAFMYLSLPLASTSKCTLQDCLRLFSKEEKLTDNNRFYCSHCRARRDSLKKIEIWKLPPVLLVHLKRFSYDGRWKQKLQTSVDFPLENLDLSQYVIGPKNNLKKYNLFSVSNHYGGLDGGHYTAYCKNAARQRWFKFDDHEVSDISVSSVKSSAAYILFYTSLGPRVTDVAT
An asterisk follows results filed as active; · = no result given. Cut-off read from the data, not from the text of the source: active = inhibition above about 30%; inactive = the rest.

SMILES	USP7 inh	USP30 inh	USP28 inh	UCHL1 inh	USP10 inh	USP17 block	OTUD3 inh	USP8 block
O=C(NC1CCOCC1)N1CC[C@@H]2[C@H](C1)CN2C(=O)c1ccccc1	0.2	2.2	-5.6	-1.5	1.3	0.3	-3.9	7.0
Cc1cccc(NC(=O)CCCc2nnc3c(=O)n(-c4cccc(F)c4)ccn23)c1	18.5	-7.1	-9.4	11.2	5.0	-36.7	-4.2	61.2*
CCCN1CCN(c2nc(N3CCCC3)c3cnn(C)c3n2)CC1	2.0	7.5	3.1	-1.3	-0.7	1.6	5.3	-4.7
CC(=O)c1ccc(N2CCN(c3ncnc4c3c(-c3ccccc3)cn4-c3ccc(Br)cc3)CC2)cc1	-0.8	-18.8	-2.6	0.3	-0.9	6.4	-7.3	-1.2
O=C(c1ccc(O)cc1)N1C[C@@H]2CCN(c3cccnc3)C[C@@H]2C1	-3.0	-167.2	-37.3	-4.9	-3.5	-18.1	-27.0	-11.9
COc1cccc(-c2c(NC(=O)c3ccccc3C)n(C)c3ccccc3c2=O)c1	3.9	8.1	8.1	-1.8	0.3	6.8	5.4	-0.4
CCCCN1CC(C(=O)Nc2ccc(C(=O)Nc3ccc(OCC)cc3)cc2)CC1=O (stereo unspecified)	4.8	19.8	10.2	5.4	10.8	14.9	8.0	23.6
CNc1cc(C)nc(C2COCCN2C(=O)c2scnc2C)n1 (stereo unspecified)	1.8	-0.1	-0.9	-1.9	0.7	-4.4	-4.2	-2.0
C=CCn1c(N2CCC(C(=O)NCC(C)O)CC2)nc2ccccc21 (stereo unspecified)	0.3	13.5	16.8	4.0	-1.4	9.4	5.1	12.1
CC(=O)N1N=C(C(F)(F)F)C2C1=NC1C=CC(Br)=CC1=C2c1ccccc1 (stereo unspecified)	-1.7	-4.6	-6.9	1.4	1.9	1.4	-3.2	1.7
CC(C)C(N)c1nnc2n1CCN(C(=O)c1ccc3c(c1)OCO3)C2 (stereo unspecified)	5.0	29.4	18.8	4.2	2.0	10.4	15.1	-5.5
CC(=O)N[C@@H]1CN(C(=O)CN2CCCCC2)C[C@H]1O	4.9	18.2	23.8	1.7	0.0	9.2	7.7	14.1
CCc1cnc(N2CC[C@@H]3CN(CCc4ccccc4)S(=O)(=O)[C@@H]3CC2)nc1	0.3	5.9	-2.1	1.0	3.5	8.0	-0.2	10.7
CCCc1noc(-c2ccc(=O)n(CC(=O)NC3CCCCC3)c2)n1	7.4	17.9	7.1	1.5	-1.1	10.4	7.1	11.5
Cc1ccc(-c2nsc(NC(=O)COc3ccccc3C)n2)cc1	-6.2	-187.6	-13.0	-14.3	-3.4	-19.1	-32.4	6.2
Cc1cc(N)cc(C2CN(C(=O)c3ccc4ncccc4c3)CCO2)n1 (stereo unspecified)	4.3	8.6	8.4	2.1	1.6	15.2	10.6	1.7
COCCn1c(C2CCCCC2)nc2c(c(=O)c3ccccc3n2C)c1=O	0.0	0.4	-4.5	-3.7	0.6	4.5	-6.1	-0.9
CN(C)C(=O)CCC1CCCN(c2cc(NC3CC3)ncn2)C1 (stereo unspecified)	-11.6	-5.4	-1.5	0.0	-5.8	-9.4	4.0	-8.8
COc1ccc(-c2noc(CN(C)Cc3ccc(C(C)C)cc3)n2)cc1	-1.0	-3.4	-3.2	0.0	1.0	0.0	-2.3	-0.2
Cc1cc(N2CCN(C(=O)C3CCCCC3)CC2)nc(N2CCOCC2)n1	0.8	-13.7	-5.6	-1.8	0.6	-11.9	-8.9	0.8
CCc1nn2c(S(=O)(=O)N3CCN(c4ccccc4)CC3)c(C)nc2s1	1.0	38.7*	8.2	0.1	0.9	6.3	6.4	-45.7
C[C@H](NC(=O)[C@@H]1Cc2c([nH]c3ccccc23)C2c3ccccc3C(=O)N21)C(=O)NCc1ccc2c(c1)OCO2 (stereo partly specified)	-7.7	-48.9	9.6	-2.3	-5.5	34.4*	15.7	28.1
CCc1cc(C(=O)N2CCC(O)(Cn3ccc4ccncc43)CC2)no1	3.2	-17.6	5.9	2.1	0.0	4.1	13.5	-3.4
Cc1cc(C2CCCN2C(=O)c2cc(-c3ccc4c(c3)OCO4)on2)on1 (stereo unspecified)	-1.3	-10.5	18.8	-0.7	0.5	-10.7	-2.5	-43.4
COc1cc(C2CCN(S(=O)(=O)c3ccc(C)cc3)CC2)on1	3.8	17.6	6.1	4.3	5.0	3.1	6.7	12.1
CCc1nnc(-c2ccc(=O)n(CC(=O)Nc3ccc(C)cc3)c2)o1	2.6	24.7	11.1	1.6	0.6	-3.3	10.5	14.9
COc1ccc(CC(NC(C)=O)C(=O)NC2CCN(C(=O)C3CC3)CC2)cc1 (stereo unspecified)	6.8	25.6	5.0	5.0	0.6	-22.0	15.9	-192.3
COc1ccccc1OC(C)C(=O)NCc1ccc(-c2ncncc2-c2cc(C)no2)cc1 (stereo unspecified)	0.2	17.3	6.2	1.7	-2.2	16.2	16.9	2.5
O=C(NCc1cnn2ccccc12)c1ccc(Br)o1	0.8	-8.2	-2.6	2.4	-0.8	3.1	-1.1	12.9
Cc1cc(-c2cc3nc4c(c(=O)n3[nH]2)CNCC4)no1	2.6	6.1	11.2	0.8	2.2	-23.1	11.0	-314.0
Cn1c(C(=O)O)c(CNC2CCCCCC2)c2ccccc21	·	6.1	-2.1	-0.4	3.7	1.4	2.9	2.4
CC(C)c1nc2sc3c(NCCCN4CCOCC4)ncnc3c2c2c1COC(C)(C)C2	-0.8	-24.5	-8.8	-1.6	-4.4	-15.8	-17.2	0.8
CCn1nnc2c(Nc3ccc(C(C)=O)cc3)ncnc21	-1.8	-10.3	-6.4	-1.7	0.4	·	-5.3	0.1
O=C1CC2(C(=O)Nc3ccccc32)c2cnn(-c3ccccc3Cl)c2N1 (stereo unspecified)	2.6	-13.8	0.1	0.0	-2.0	-2.4	0.4	16.9
CC(C)CCCCCCCCCCC(=O)N(C)[C@H](CO)C(=O)N[C@H](C)C(=O)NCC(=O)N(C)C1C(=O)N[C@@H](C)C(=O)NC(C(=O)O)Cc2ccc(O)c(c2)-c2cc1ccc2O (stereo partly specified)	-24.1	33.2*	56.0*	0.0	60.4*	6.8	6.2	0.9
COc1cccc(-c2ccc3nc(C4CCN(C(=O)N(C)C)CC4)nn3c2)c1	2.2	15.5	30.4*	0.0	-1.4	5.5	5.6	-0.5
CC(=O)N1CCN(c2nc(C)cc(N3CCCC3)n2)CC1	1.7	16.9	10.0	0.3	-1.9	7.3	8.5	22.6
CCN(CC)CCNC(=O)c1cc(-c2ccco2)nc2ccccc12	·	-58.1	-11.0	-3.8	-8.6	-17.9	-10.4	-16.3
COc1ccc(S(=O)(=O)CC2(O)CCN(C(=O)C(C)(C)C)CC2)cc1	8.5	9.8	0.1	-0.1	-1.2	3.3	1.5	7.2
CC(=O)Nc1ccc(N2CCc3c(C)c(C#N)c4nc5ccccc5n4c32)cc1	-3.4	-278.9	-57.7	-5.9	-0.8	-7.0	-55.6	-14.0
O=C(C1Cn2ccnc2C2(CCN(S(=O)(=O)c3ccccc3)CC2)O1)N1CCCCC1 (stereo unspecified)	-4.0	-48.6	-23.9	-4.2	-7.2	-28.8	-14.1	-48.9
O=C(C1CCC1)N1CC[C@@H]2CN(Cc3ccccc3)S(=O)(=O)[C@@H]2CC1	3.0	6.0	16.1	5.1	-4.1	18.5	25.0	23.5
COc1ncccc1C(=O)N1CCCCC1c1ccn2nccc2n1 (stereo unspecified)	-3.7	-19.4	-16.7	-1.3	-0.7	-38.6	-4.6	1.1
O=C1CCCC[C@@H]2[C@H](C[C@@H](Cc3cccc(F)c3)N2C(=O)c2n[nH]c3c2CCCCC3)N1	-82.1	-17.1	-18.1	-2.8	-3.6	-24.3	-12.1	-20.0
O=C(c1cc(-c2cccs2)on1)N1CCCCC1	-3.2	26.1	15.6	0.8	0.0	12.1	16.0	-12.4
O=C1CS(=O)C(c2ccc(Cl)cc2Cl)N1c1ccccn1 (stereo unspecified)	-4.1	-8.5	-4.4	-0.8	-2.5	-5.2	-3.3	-3.1
CCOC(=O)c1[nH]cc(-c2ccccc2)c1N1CCOCC1	-0.9	·	·	0.6	1.4	0.3	1.3	-0.1
CC(C)CCN1C[C@H]2C[C@H](C(=O)NCC(C)C)[C@@H](C1)O2	3.0	25.7	12.9	1.7	1.2	6.5	8.9	-73.5

One compound at a time, from the list above. Values in the order: USP7 inh, USP30 inh, USP28 inh, UCHL1 inh, USP10 inh, USP17 block, OTUD3 inh, USP8 block
Record of `CCN(CC)CCNC(=O)c1cc(-c2ccco2)nc2ccccc12` = ·, -58.1, -11.0, -3.8, -8.6, -17.9, -10.4, -16.3
Record of `O=C1CS(=O)C(c2ccc(Cl)cc2Cl)N1c1ccccn1` (stereo unspecified) = -4.1, -8.5, -4.4, -0.8, -2.5, -5.2, -3.3, -3.1

Back to the main list; the 3 compounds before the break are reprinted first.
SMILES	USP7 inh	USP30 inh	USP28 inh	UCHL1 inh	USP10 inh	USP17 block	OTUD3 inh	USP8 block
O=C1CS(=O)C(c2ccc(Cl)cc2Cl)N1c1ccccn1 (stereo unspecified)	-4.1	-8.5	-4.4	-0.8	-2.5	-5.2	-3.3	-3.1
CCOC(=O)c1[nH]cc(-c2ccccc2)c1N1CCOCC1	-0.9	·	·	0.6	1.4	0.3	1.3	-0.1
CC(C)CCN1C[C@H]2C[C@H](C(=O)NCC(C)C)[C@@H](C1)O2	3.0	25.7	12.9	1.7	1.2	6.5	8.9	-73.5
CCc1nn2c(CNC(=O)c3cccnc3)c(-c3ccccc3)nc2s1	-2.8	-1.2	-9.0	1.5	-1.0	-3.8	-2.2	0.3
c1ccc(SCc2nc(-c3ccc(C4CCCCC4)cc3)cs2)cc1	-30.6	-6.2	-8.8	2.2	5.3	2.5	-2.3	-18.3
Cc1nc2sc3c(SCC(=O)Nc4ccccn4)ncnc3c2c2c1COC(C)(C)C2	7.4	19.2	13.6	2.8	1.0	3.8	8.8	1.5
CC(C)n1nccc1-c1cncc(C2CCCN(S(C)(=O)=O)C2)n1 (stereo unspecified)	0.6	-0.8	-9.9	-2.2	1.5	5.4	-6.2	-9.2
COc1ccccc1CNC(=O)Cn1cnc2c(-c3ccccc3)csc2c1=O	14.8	32.8*	20.0	5.0	40.4*	20.7	8.3	69.7*
COc1cccc(/C=C/c2nc3ccccc3c(=O)n2-c2cc(Cl)ccc2C)c1OC	8.9	·	·	6.3	4.2	9.3	2.6	9.2
O=C(O)CC(CC(=O)Nc1ccc(-n2ccc(C(F)(F)F)n2)cc1)c1ccccc1 (stereo unspecified)	-2.5	0.0	-2.2	-6.1	-2.4	-3.5	-3.9	-1.5
Cc1cc(C)c([N+](=O)[O-])cc1NCC(=O)NCc1ccc2c(c1)OCO2	-8.7	-27.9	-8.2	0.8	-1.4	-12.8	-8.4	-97.0
CCn1c2ccccc2c2cc(C(C(=O)NC3CCCC3)N(Cc3ccc(OC)cc3)C(=O)c3ccco3)ccc21 (stereo unspecified)	12.1	22.2	9.4	5.9	11.9	0.2	-1.6	9.1
CCc1cccc(C)c1NC(=O)CNC(c1ccccc1)c1ccccc1	5.4	17.4	6.5	5.5	8.0	14.2	12.1	6.0
C[C@@H]1CO[C@@H]2c3c(O)ccc(O)c3[C@H]3OC(=O)[C@@H]4CC[C@H]5C1CC[C@@]25[C@@H]34	1.5	3.3	2.8	0.4	12.8	17.3	-2.6	0.8
O=C(Nc1nc2c(s1)CCC2C(=O)NCc1ccncc1)c1ccc(F)cc1 (stereo unspecified)	-33.4	-40.3	4.4	-5.7	-1.0	5.0	1.1	-24.6

Copied from the list.
Reading for CCn1c2ccccc2c2cc(C(C(=O)NC3CCCC3)N(Cc3ccc(OC)cc3)C(=O)c3ccco3)ccc21 (stereo unspecified) in USP28 inh: 9.4
Reading for COc1cccc(/C=C/c2nc3ccccc3c(=O)n2-c2cc(Cl)ccc2C)c1OC in USP10 inh: 4.2
Reading for O=C(O)CC(CC(=O)Nc1ccc(-n2ccc(C(F)(F)F)n2)cc1)c1ccccc1 (stereo unspecified) in USP7 inh: -2.5

Next part:
SMILES	USP7 inh	USP30 inh	USP28 inh	UCHL1 inh	USP10 inh	USP17 block	OTUD3 inh	USP8 block
Cc1ccccc1OCc1nc2c3c(C)c(C)oc3ncn2n1	0.1	-33.6	8.9	-1.0	-6.6	3.1	3.9	18.9
Cc1occc1C(=O)N1CC[C@@H]2CN(Cc3ccncc3)CCO[C@@H]2C1	1.1	·	·	-4.7	-0.1	-19.5	1.3	-11.5
c1ccc(-c2cc3nc(NCCc4ccncc4)ccn3n2)cc1	0.5	2.0	-1.8	0.6	-6.8	-0.3	-0.9	-24.9
CCOC(=O)c1[nH]c(C)c(CN(Cc2ccco2)C(=O)C2CC2)c1C	-0.9	0.9	0.7	2.1	-0.3	-2.1	8.3	7.4
Cc1nc(N2CCN(CCO)CC2)nc2c1C(=O)CC(/C=C/c1ccccc1)C2 (stereo unspecified)	-38.0	-26.4	-19.1	0.6	-1.8	-17.6	-4.4	-24.1
Cc1nc(SCC(=O)Nc2ccc(S(N)(=O)=O)cc2)c2cnn(-c3ccccc3)c2n1	2.9	-73.0	-34.0	4.1	41.4*	-29.3	-30.3	-22.0

This is a random part of the collection. About 13% of those tested had a hit in this group.
